Screening data from PubChem BioAssay.
PLC-beta3 inh = inhibitors of human phospholipase C beta3; Q01970; Purified PLC-beta3, fluorogenic substrate, fluorescence; inhibition, % at 12.2 µM; 370,000 compounds, 0.18% hits; in the data active = inhibition above about 11%;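 note: 0% = median of compound wells on plate and 100% = full blocker control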
UHRF1 MBD2 ctr = UHRF1 methyl-DNA binding inhibition; Q96T88; UHRF1 binding to methylated oligo, TR-FRET; inhibition, % at 4.4 µM; 370,000 compounds, 0.75% hits; AID 687016; in the data active = inhibition above about 21%;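 note: UHRF1 SRA domain binding a hemimethylated CpG hairpin DNA probe; 0% = median of test compound wells and 100% = reference inhibitor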
Target sequence (Q96T88 whole entry, looked up, the tested form may be a part): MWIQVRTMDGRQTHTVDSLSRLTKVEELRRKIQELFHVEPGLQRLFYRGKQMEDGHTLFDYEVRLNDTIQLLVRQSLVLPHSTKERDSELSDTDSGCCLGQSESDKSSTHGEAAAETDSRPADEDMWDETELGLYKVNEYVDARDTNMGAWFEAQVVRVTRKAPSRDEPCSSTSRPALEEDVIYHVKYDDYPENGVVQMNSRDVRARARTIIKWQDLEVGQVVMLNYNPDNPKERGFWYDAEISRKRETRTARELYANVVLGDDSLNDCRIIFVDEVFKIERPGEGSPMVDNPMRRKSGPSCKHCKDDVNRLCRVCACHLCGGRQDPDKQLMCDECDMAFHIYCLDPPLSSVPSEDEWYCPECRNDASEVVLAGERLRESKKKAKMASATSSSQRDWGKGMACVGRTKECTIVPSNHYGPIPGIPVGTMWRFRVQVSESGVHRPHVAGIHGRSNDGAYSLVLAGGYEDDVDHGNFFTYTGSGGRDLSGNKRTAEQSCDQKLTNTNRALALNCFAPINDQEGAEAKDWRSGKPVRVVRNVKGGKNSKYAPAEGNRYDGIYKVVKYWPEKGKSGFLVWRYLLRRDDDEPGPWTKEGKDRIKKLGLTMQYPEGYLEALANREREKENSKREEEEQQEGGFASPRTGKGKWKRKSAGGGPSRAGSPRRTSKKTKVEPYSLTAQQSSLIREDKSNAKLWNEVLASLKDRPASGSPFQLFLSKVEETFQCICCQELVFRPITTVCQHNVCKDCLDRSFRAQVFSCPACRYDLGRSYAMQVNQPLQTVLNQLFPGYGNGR
ADAM17 inh = inhibitors of human ADAM17; 370,000 compounds, 0.83% hits; P78536; recombinant ADAM17, EDANS/DABCYL FRET peptide cleavage; inhibition, % at 6.95 µM;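 active = inhibition above the mean of compounds lying between control limits plus 3 SD, set per campaign, cut at about 8.5% in these data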;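 note: 0% = DMSO-only wells as the low control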
ARFGAP1 inh = inhibits rat ARF GTPase activating protein 1; AID 651572; inhibition, % at 16.5 µM; Q62848; 360,000 compounds, 0.26% hits; Arfgap1-stimulated ARF1 GTP hydrolysis, GDP FP detection;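 active = inhibition above a per-plate limit, mean inhibition of low control wells plus 3 SD, cut at about 25% in these data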;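 note: 0% = DMSO wells with enzyme and 100% = wells lacking Arfgap1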
Target sequence (Q62848 1-136 limits assumed): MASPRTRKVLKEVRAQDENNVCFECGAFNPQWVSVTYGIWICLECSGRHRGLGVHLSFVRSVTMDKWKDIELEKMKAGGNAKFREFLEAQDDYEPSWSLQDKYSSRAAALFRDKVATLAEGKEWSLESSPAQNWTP
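Replicates: Single well per compound | Assay system: Truncated rat Arfgap1 GAP domain | Control set: No-Arfgap1 wells (100%) versus DMSO full-reaction wells (0%) | Times: Enzyme reaction 120 min at 25 °C after 20 min preincubation | Reagent: Human ARF1(Δ1-17)-GTP substrate | Measured by: Tracer-displacement fluorescence polarization with EDTA stop, 620/688 nm | Measure: Percent inhibition of Arfgap1-stimulated GTP hydrolysis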
MBD2 DNA inh = MBD2-methylated oligo binding inhibition; Q9UBB5; TR-FRET, MBD2 binding to methylated oligonucleotide; inhibition, % at 4.4 µM; 370,000 compounds, 0.31% hits; in the data active = inhibition above about 13%
DDE Tn7 FP inh = inhibitors of Tn7 peptide binding to human fibrin DD(E); P02675; FP displacement of FITC-Tn7 peptide from fibrin DD(E); 0% = median of compound wells per plate; inhibition, % at 8.3 µM; 370,000 compounds, 0.13% hits;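 active = inhibition above the mean of compounds falling within the control limits plus 3 SD of them, cut at about 14% in these data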;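 note: 0% = plate median of compound wells and 100% = 10 µM Aha-Tn7 peptide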
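Test system – human fibrin DD(E) · Times – 10 min preincubation, 3 h with tracer, room temperature · Detection – fluorescence polarization of the labelled Tn7 tracer · Measure – percent inhibition normalized to high-control wells · Benchmarks – high control wells with 10 µM unlabelled Aha-Tn7 peptide (full inhibition) · Repeats – singlicate testing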
PLCg1 inh = PLC-gamma1 (human) inhibition, primary screen | 370,000 compounds, 0.84% hits | P19174 | purified PLC-gamma1, fluorogenic substrate, fluorescence | inhibition, % at 12.2 µM; in the data active = inhibition above about 9.5%
DDE Tn6 FP inh = DD(E)-Tn6 binding inhibition, primary FP screen; inhibition, % at 8.3 µM; Fibrin DD(E) TRITC-Tn6 fluorescence polarization displacement; 370,000 compounds, 0.21% hits; P02675;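 active = inhibition above a per-campaign cutoff: mean of compounds within control limits plus 3 SD, cut at about 15% in these data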;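 note: 0% = median of all compound wells on the plate and 100% = blocking peptide control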
KLK7 zymogen act = proKLK7 (human) activation, primary screen | 370,000 compounds, 0.9% hits | purified proKLK7, EDANS-DABCYL substrate fluorescence; 100% is mature enzyme control, 0% vehicle | activation, % at 7 µM | P49862;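 active = activation above the mean of all tested compounds plus 3 SD, computed per campaign excluding outliers beyond control limits, cut at about 13% in these data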
ASAP1 GAP inh = inhibitors of human ASAP1 ArfGAP activity; Q9ULH1; ASAP1-stimulated ARF1 GTP hydrolysis, GDP FP detection; inhibition, % at 16.5 µM; 360,000 compounds, 0.19% hits; AID 624377; in the data active = inhibition above about 25%;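 note: 0% = vehicle with enzyme and substrate and 100% = no enzyme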
Starred values were filed as active, the others as inactive; / = no result given.

1) Cc1cc(C)nc(NC(=O)c2cccs2)c1
2) Cc1nc(-c2ccc(S(=O)(=O)N3CCN(C(c4ccccc4)c4ccccc4)CC3)s2)cs1
3) O=[N+]([O-])c1ccc(OC2OCC(O)C(O)C2O)cc1 (configuration not stated)
4) COc1cccc(-n2c(SCC(=O)NCc3cccs3)nc3ccccc3c2=O)c1
5) COc1ccc(S(=O)(=O)N2CCCCC2)cc1NC(=O)CCCOc1ccccc1
6) CC1CC(C)(C)CC2(C1)NC(=O)N(CC(=O)OCc1ccc(Br)cc1)C2=O (configuration not stated)
7) CN1OC[C@@H]2CN(Cc3ccccc3)[C@H](c3ccc(N4CCCCC4)cc3)C[C@@H]21
8) O=C(COc1cccc(Br)c1)Nc1ccc(Cl)c(S(=O)(=O)N2CCOCC2)c1

assay / compound	1	2	3	4	5	6	7	8
PLC-beta3 inh	0	-5	-2	-1	-3	-5	-2	1
UHRF1 MBD2 ctr	-1	4	0	-2	-2	0	0	1
ADAM17 inh	1	-3	-4	0	2	-1	-1	8
ARFGAP1 inh	3	5	9	-11	5	3	10	0
MBD2 DNA inh	-5	5	3	-2	2	0	1	-3
DDE Tn7 FP inh	-4	-10	3	8	1	6	8	-6
PLCg1 inh	2	3	3	1	2	1	1	1
DDE Tn6 FP inh	-8	-6	-2	-2	-8	2	0	-8
KLK7 zymogen act	0.1	-0.3	-0.2	0.1	0.2	-0.1	1.1	0.6
ASAP1 GAP inh	5	3	1	-2	-1	-1	-2	13

9) Cc1ccc(C(=O)N(CN2CCCC2=O)c2ccccc2)cc1C
10) CCOP(=O)(OCC)C(NC(=O)Nc1ccccc1)C(N)=O (configuration not stated)
11) O=S(=O)(Nc1ccc(-n2cccc2)cc1)c1ccc(Cl)cc1Cl
12) CCOc1cc(S(=O)(=O)Nc2ncn[nH]2)ccc1Br
13) Cn1nnnc1SCC(=O)Nc1ccc(Br)cc1Br
14) CCOC(=O)C1=CCC(c2cccc3ccccc23)N(S(=O)(=O)c2ccc(C)cc2)C1 (configuration not stated)
15) Cc1ccc(S(=O)(=O)N/N=C/c2cc(Br)ccc2O)cc1
16) CC(C)c1nccn1CCC(=O)O

assay / compound	9	10	11	12	13	14	15	16
PLC-beta3 inh	-1	11*	-1	-6	-9	1	-55	3
UHRF1 MBD2 ctr	2	2	0	-2	0	20	-2	-1
ADAM17 inh	-3	4	3	0	-1	4	-7	-3
ARFGAP1 inh	1	6	14	3	4	-8	5	8
MBD2 DNA inh	6	-6	0	-1	3	1	-4	-4
DDE Tn7 FP inh	6	-9	-4	-2	0	3	6	-3
PLCg1 inh	-6	3	1	-2	-4	-3	-32	0
DDE Tn6 FP inh	10	-1	-2	-4	11	5	-5	1
KLK7 zymogen act	-0.3	-0.7	0.0	-0.1	-0.6	0.8	-0.9	-0.8
ASAP1 GAP inh	-3	1	15	0	-9	-7	2	-14

17) Cc1cc(NC(=O)c2cc(C)on2)n(-c2ccccc2)n1
18) COc1ccc(NC(=O)COC(=O)Cn2cnc3ccccc32)cc1
19) COc1ccc(NC(=O)c2ccc(C)cc2)c[n+]1[O-]
20) COC(=O)[C@]12C[C@H](CC(=O)NCCCCc3ccccc3)C(=O)N(CCc3ccc(OC)c(OC)c3)C1=C[C@H](C(C)(C)C)O[C@@H]2C
21) CCCN1C2=C(C(=O)CC(C)(C)C2)C(c2ccc(F)cc2)C2=C1c1ccccc1C2=O (configuration not stated)
22) O=C(CCN1C(=O)c2ccccc2S1(=O)=O)Nc1ccc2c(c1)OCCO2
23) CCOc1ccc(/C=N/NC(=O)CN2CCCCC2)cc1OCC
24) Cc1ccc(S(=O)(=O)/N=S(/C)c2ccccc2)cc1 (configuration not stated)

assay / compound	17	18	19	20	21	22	23	24
PLC-beta3 inh	-2	-7	5	2	-5	1	-5	-3
UHRF1 MBD2 ctr	2	1	2	-1	0	1	3	3
ADAM17 inh	-3	-1	0	9.0*	-8	-5	-1	-1
ARFGAP1 inh	11	-4	5	/	-1	-4	14	2
MBD2 DNA inh	1	7	-2	-1	7	-2	-2	-1
DDE Tn7 FP inh	3	-1	-8	-3	1	4	1	9
PLCg1 inh	1	2	4	-1	5	-2	1	1
DDE Tn6 FP inh	0	5	1	-4	-3	-5	-7	-2
KLK7 zymogen act	-0.8	0.5	-0.1	0.4	0.0	0.0	0.7	-0.7
ASAP1 GAP inh	1	-3	5	/	5	9	-10	6

25) CCOc1ccccc1Nc1ccc(C(=O)O)cc1[N+](=O)[O-]
26) Cc1cccc(/N=C/c2c(O)cc(C)oc2=O)n1
27) CSc1ccc(CCNC(=O)CN2C(=O)c3cccnc3Oc3ccc(C)cc32)cc1
28) CCOc1ccc(N(CC(=O)Nc2cccnc2)S(C)(=O)=O)cc1
29) O=C(c1ccc(-n2cncn2)c([N+](=O)[O-])c1)N1CCN(S(=O)(=O)c2ccc(Br)cc2)CC1
30) CC1(C)CC(=O)C=C(NC2CC(C)(C)NC(C)(C)C2)C1
31) CC1=NN(C(N)=S)C(=O)C1N=Nc1ccc(Br)cc1 (configuration not stated)
32) CC1(C)CC(=O)C(=C2SCCCS2)C(=O)C1

assay / compound	25	26	27	28	29	30	31	32
PLC-beta3 inh	-7	-14	-4	0	-8	7	-6	-1
UHRF1 MBD2 ctr	-4	-2	1	-2	0	1	-14	0
ADAM17 inh	-1	-8	3	-4	-1	2	3	-2
ARFGAP1 inh	12	10	5	1	-2	1	-6	6
MBD2 DNA inh	-5	-6	0	2	1	-7	-2	0
DDE Tn7 FP inh	1	1	-1	-3	6	-2	-6	6
PLCg1 inh	1	-12	3	0	2	9.6*	2	2
DDE Tn6 FP inh	-2	-5	-7	2	5	3	-2	-5
KLK7 zymogen act	0.9	0.7	0.1	0.2	0.8	-0.2	-0.1	0.1
ASAP1 GAP inh	6	-11	7	-7	1	-5	-1	-6

33) CCc1cccc2c(C(=O)CN3C(=O)NC4(CCCCC4)C3=O)c[nH]c12
34) Cc1nc(-c2cccc(S(=O)(=O)N3CC(C)OC(C)C3)c2)cs1 (configuration not stated)
35) CCOc1ccccc1NC(=O)CCS(=O)(=O)c1ccc2c(c1)CC(C)N2C(C)=O (configuration not stated)
36) CCN(CC(=O)N1CCCC1)S(=O)(=O)c1cc(C)ccc1OC
37) CN(C)CCCNc1ccc(-c2n[nH]c(=O)c3ccccc23)cc1[N+](=O)[O-]
38) Cc1ccc2c(c1)c1c3n2CCN(CCC#N)C3CCC1 (configuration not stated)
39) Cn1nnnc1SCc1ccc(CSc2nnnn2C)cc1
40) CCCCc1c(-c2ccccc2Br)ncn1CCc1ccccc1OC

assay / compound	33	34	35	36	37	38	39	40
PLC-beta3 inh	-3	2	3	1	3	-209	1	0
UHRF1 MBD2 ctr	1	-2	2	1	-20	-2	-2	-2
ADAM17 inh	-5	-4	3	-1	0	-23	0	3
ARFGAP1 inh	-3	8	-3	7	23	-4	6	11
MBD2 DNA inh	3	-5	-1	1	-22	-5	0	-8
DDE Tn7 FP inh	0	0	-4	-3	-10	6	2	0
PLCg1 inh	4	-1	-14	4	5	-166	1	0
DDE Tn6 FP inh	-2	-1	-2	-6	6	3	-1	-1
KLK7 zymogen act	-0.2	0.4	-0.1	0.8	-0.5	-0.6	-1.0	0.1
ASAP1 GAP inh	3	-6	4	-10	6	-3	-9	6

Ordered by molar mass (largest number first): 5 of the compounds above.
35) CCOc1ccccc1NC(=O)CCS(=O)(=O)c1ccc2c(c1)CC(C)N2C(C)=O (configuration not stated)
33) CCc1cccc2c(C(=O)CN3C(=O)NC4(CCCCC4)C3=O)c[nH]c12
34) Cc1nc(-c2cccc(S(=O)(=O)N3CC(C)OC(C)C3)c2)cs1 (configuration not stated)
36) CCN(CC(=O)N1CCCC1)S(=O)(=O)c1cc(C)ccc1OC
39) Cn1nnnc1SCc1ccc(CSc2nnnn2C)cc1

assay / compound	35	33	34	36	39
PLC-beta3 inh	3	-3	2	1	1
UHRF1 MBD2 ctr	2	1	-2	1	-2
ADAM17 inh	3	-5	-4	-1	0
ARFGAP1 inh	-3	-3	8	7	6
MBD2 DNA inh	-1	3	-5	1	0
DDE Tn7 FP inh	-4	0	0	-3	2
PLCg1 inh	-14	4	-1	4	1
DDE Tn6 FP inh	-2	-2	-1	-6	-1
KLK7 zymogen act	-0.1	-0.2	0.4	0.8	-1.0
ASAP1 GAP inh	4	3	-6	-10	-9

The results go on.
41) O=C1/C(=C/C=C/c2ccco2)SC(=S)N1NS(=O)(=O)c1ccccc1
42) CCOc1ccc2ccccc2c1CNc1nnnn1CC
43) CCNC(=O)Cn1cc(C(F)(F)F)cc(Cl)c1=O
44) CCCCNC(=S)N/N=C/c1ccc(C)s1
45) COc1cc(C(=S)N2CCC(C(N)=O)CC2)ccc1O
46) COC(=O)C1=COC(C)C2CN3CCc4c([nH]c5ccccc45)C3CC12 (configuration not stated)
47) CC(=O)Nc1ccc(OCC(O)Cn2nc(C)c(Br)c2C)cc1 (configuration not stated)
48) CSc1cccc(-n2ccc(=O)c(C)c2C)c1
49) O=C(COC(=O)c1ccc(Cl)nc1)Nc1ccc2c(c1)OCCO2

assay / compound	41	42	43	44	45	46	47	48	49
PLC-beta3 inh	-53	-5	-1	-7	1	-130	-1	-6	-13
UHRF1 MBD2 ctr	97*	4	2	-4	1	-7	2	0	2
ADAM17 inh	-11	-2	-2	-2	-2	-21	2	-6	-1
ARFGAP1 inh	-26	3	-4	3	11	5	9	2	13
MBD2 DNA inh	69*	-2	2	-1	-2	-8	-2	5	6
DDE Tn7 FP inh	3	-6	6	4	1	-7	-1	0	-2
PLCg1 inh	-9	6	0	-4	0	-101	3	0	-5
DDE Tn6 FP inh	-2	-1	0	5	1	2	1	2	6
KLK7 zymogen act	-0.4	0.3	0.3	-1.2	0.8	3.4	0.4	-0.1	-0.2
ASAP1 GAP inh	-4	7	-4	1	4	8	-3	2	4
